Screens (PubChem)
Dynein transport – dynein cargo transport inhibition; 3617.4 mouse cells, GR-EGFP nuclear translocation imaging; test concentration mostly 20 µM; stimulated with dexamethasone, 1 µM; stronger effect = lower value; z-score, hits read low; actives 0.47% (n = 220,000); AID 1381;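 active = plate z-score of nuclear minus cytoplasmic receptor signal below a set negative limit, without overly bright fluorescence or cell loss, cut at about -3.5 in these data, passing the limit was not always enough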;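 also: z-score of nuclear minus cytoplasmic ring GR-EGFP intensity difference per well; some compounds called inactive have numbers as strong as hits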
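Also added: dexamethasone, 1.0 µM final. Medium: tet-free, stripped-serum medium. Detection: fixed, Hoechst-stained cells imaged at 10x for EGFP. Read-out: nuclear-to-cytoplasmic GR-EGFP distribution per well. Times: induction 48 h, compound 1 h, agonist 30 min.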
Ins promoter up – MIN6 insulin promoter up-regulation; MIN6 insulin promoter-GFP reporter, high-content imaging; stronger effect = higher value; z-score at 5 µM; actives 0.3% (n = 190,000); AID 1625;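 active = z-score above 3 at 5 µM with at least 500 cells counted in the well; inconclusive = wells under 500 cells, flagged as cytotoxic or low count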
MT stabilize HCS – stabilizes microtubules in HeLa cells | HeLa tubulin immunostaining HCS, 24 h; share of cells brighter than vehicle mean+2SD | % tubulin-high responders, % at 10 µM | actives 0.83% (n = 200,000) | AID 2205;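 active = plate Z-score above 3 for both tubulin-high and condensed-nucleus cell shares, with cell loss under 80%, at 10 µM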;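 also: anti alpha tubulin signal scored within the nucleus-defined area of each cell; some results filed as inactive read as strong as hits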
PhoP inhibition – PhoP-dependent GFP reporter repression – Salmonella Typhimurium, primary screen (AID 1863); S. Typhimurium PhoP-regulated promoter GFP reporter, 4 h; higher % means a stronger effect; inhibition, % at 50 µM, or IC50 in µM where a hit was titrated; actives 0.16% (n = 300,000);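 active = inhibition over 29.93%, a cutoff 3 SD above the screen mean, later confirmed by dose response; inconclusive = inhibition over 29.93% but no dose response follow-up; inactive = inhibition at most 29.93% or unconfirmed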;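 also: 0% = low Mg2+ inducing control and 100% = high Mg2+ repressing control; strong numbers were not always called active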
CSM14.1 death rescue – rescue of cells from ER stress-induced death, primary screen, 384-well, CSM14.1, thapsigargin, ATP luminescence (AID 1222). CSM14.1 thapsigargin-induced death rescue, ATP luminescence; higher % means a stronger effect. cellular ATP content (survival), % at 20 µM; hits with a dose series show EC50 in µM. 190,000 tested, under 10 active;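 active = EC50 below 50 µM in the dose-response confirmation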;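 also: death triggered by thapsigargin at about 15 µM added after 2 h compound pretreatment; cell ATP read after overnight thapsigargin exposure of roughly 18 to 22 hours; normalized against plate controls of thapsigargin alone and 5% DMSO vehicle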
b-catenin transl – alters nuclear translocation of beta-catenin in HeLa cells. AID 1665. actives 0.3% (n = 190,000). nuclear translocation activity, % at 5 µM. immunofluorescence imaging;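 active = nuclear translocation activity above 50% at 5 µM, with a well cell count of 50 or more; inconclusive = wells under 50 cells across six images, flagged as toxic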;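 also: per-cell ratio of nuclear to cytoplasmic median beta-catenin stain intensity; plate controls were DMSO negative control for no effect and GSK-3 inhibitor IX positive control for full effect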
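assay system = human HeLa cells, endogenous beta-catenin | times = compound treatment 24 h, 37°C, 5% CO2 | detection = Anti-beta-catenin immunofluorescence on PFA-fixed, Triton-permeabilized cells, DAPI nuclei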
Lipid droplet – hepatic lipid droplet formation modulation; AML12 mouse hepatocytes, oleate lipid droplets, BODIPY imaging; inhibition, % at 6.5 µM; actives 0.4% (n = 240,000); AID 1656;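 active = lipid droplet intensity inhibited by at least 50%, with more than 500 cells counted; inconclusive = wells with under 300 cells, treated as cytotoxic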
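Material – mouse AML12 hepatocyte cell line, fixed after treatment · Compound dosing – one dose, 6.5 µM compound · Times – compound with oleate, overnight · Measured by – Image-based BODIPY and DAPI two-channel analysis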
T cell HTS – modulates CD8 T cell binding to vesicles; AID 2052; actives 0.068% (n = 330,000); calls only at 7 µM; 2C CD8+ T cell-vesicle binding, flow cytometry; stronger effect = lower value;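 active = response, share of CD8 T cells binding vesicles, and their 90th percentile fluorescence all below set limits, cut at about 80% in these data, passing the limit was not always enough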
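Assay system: 2C TCR transgenic mouse naive CD8+ T cells, MACS-purified | Read-out: CD8+ gate FL2 mean fluorescence as % of same-row positive control | Signal: High-throughput flow cytometry with anti-B7-1 and anti-CD8 staining | Timing: Binding step 1.5 h, 37 °C, antibody labelling 20 min, ice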
Autophagy HCS – modulators of autophagy; calls only at 10 µM (by protocol); MEF GFP-LC3 puncta imaging; test concentration mostly 10 µM; actives 0.98% (n = 190,000);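 active = percentage of spot-positive cells more than 3 SD above its plate mean, without a fluorescence outlier flag or 80% toxicity; inconclusive = no clear call, values can overlap the other calls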;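 also: spot-positive cell cutoff set from DMSO-treated cells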
Dynein transport cytoplasmic EGFP – second read-out of Dynein transport, no call of its own (marks repeat the call); z-score; measured here: cytoplasmic GR-EGFP intensity; stronger effect = higher value
Dynein transport nuclear GR-EGFP – further read-out of Dynein transport, marked with its call; z-score; measured here: nuclear GR-EGFP intensity;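 lower value marks the stronger effect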
Dynein transport cell count – further read-out of Dynein transport, marked with its call; z-score; measured here: cell count per field
Ins promoter up cell count – second read-out of Ins promoter up, no call of its own (marks repeat the call); cell count; measured here: cytotoxicity, nuclei count;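 total cells summed across four imaged fields per well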
Lipid droplet cells 6.5 µM – recorded beside Lipid droplet, whose call it bears; cell count; measured here: cell count, cytotoxicity flag;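 cells counted across two imaged fields per well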
b-catenin transl cell count 5 µM – second read-out of b-catenin transl, no call of its own (marks repeat the call); cell count; measured here: cell count, cytotoxicity flag
T cell HTS vesicle-bound % – also measured in T cell HTS; calls as there; double positive events, %; measured here: CD8+ vesicle-bound cell fraction;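 binding gate set so that unloaded-vesicle control wells show 10% double positive cells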
MT stabilize HCS Hoechst-high % – second read-out of MT stabilize HCS, no call of its own (marks repeat the call); % Hoechst-high responders; measured here: nuclear condensation Hoechst responders;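 share of cells brighter than vehicle mean plus two SD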
MT stabilize HCS cytotoxicity % – second read-out of MT stabilize HCS, no call of its own (marks repeat the call); toxicity, %; measured here: cytotoxicity by cell density;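 0% = mean cell density of plate MIN control wells and 100% = no cells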
Autophagy HCS cell loss 18 h – second read-out of Autophagy HCS, no call of its own (marks repeat the call); toxicity, %; measured here: cell loss, nuclei count;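 cell loss after 18 h compound exposure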
* hit, by the source's call; i = inactive; ? = inconclusive; · = no result given.

Second line of a record – Dynein transport, Dynein transport cytoplasmic EGFP, Dynein transport nuclear GR-EGFP, Dynein transport cell count, Ins promoter up, Ins promoter up cell count, MT stabilize HCS, MT stabilize HCS Hoechst-high %, MT stabilize HCS cytotoxicity %, PhoP inhibition, CSM14.1 death rescue, b-catenin transl, b-catenin transl cell count 5 µM, Lipid droplet, Lipid droplet cells 6.5 µM, T cell HTS, T cell HTS vesicle-bound %, Autophagy HCS, Autophagy HCS cell loss 18 h
- CC(C)(C)c1ccc(C(=O)Nc2ccc(Cl)cc2)cc1
  2.1, -0.00098, 1.2, -1.4, ·, ·, 3.0, 3.2, 7.0, 14%, -3.6%, -0.3, 972, -20, 626, i, 12, i, 1
- Cc1ccc(C(=O)Nc2c(-c3cccs3)nc3cc(C)ccn23)cc1
  -0.5, -0.18, -0.44, -0.4, -0.02, 1673, 3.2, 1.7, 7.1, -8%, -0.1%, -3.5, 1122, -11, 679, i, 12, i, 19
- CC(=O)C1=C(O)C(=O)N(CO)C1c1ccccc1F (stereo unspecified)
  2.3, -0.015, 1.7, -1.4, 0.29, 1206, 4.3, 2.8, 2.2, -10%, 1.3%, -2.9, 1000, ·, ·, i, 30, i, 15
- CN(C)S(=O)(=O)Oc1ccccc1C(=O)Nc1cccc(C(F)(F)F)c1
  -0.79, -0.17, -0.42, 0.52, -0.83, 1517, 1.5, 1.9, 8.6, 1%, 1.4%, 0.6, 1362, ·, ·, i, 5, i, 17
- Cc1ccc2c(c1)C(c1ccc(O)cc1)(c1ccc(O)cc1)C(=O)N2C
  -0.11, -0.29, 0.11, 0.17, 0.34, 1555, 1.5, 1.6, 9.1, 6%, -2.4%, -0.9, 979, 7, 715, i, 38, i, 8
- COc1ccc(OC)c(S(=O)(=O)N2Cc3ccccc3CC2C(=O)O)c1 (stereo unspecified)
  -0.044, -0.28, -0.22, 0.39, 0.05, 1206, 3.7, 2.1, 6.2, 1%, 0.2%, ·, ·, 2, 764, i, 33, i, -11
- Cc1cc(C)cc(NC(=O)Cc2ccc(-n3cccc3)cc2)c1
  0.78, -0.15, 0.28, -0.9, -0.43, 1353, 2.7, 1.8, 0.0, 22%, -7.7%, -7.2, 558, -3, 702, i, 44, i, -3
- O=C(NC1CCCCC1)C(c1cc2c(cc1[N+](=O)[O-])OCO2)N1CCCCC1 (stereo unspecified)
  -0.93, -0.28, 0.28, 0.59, 0.12, 1268, 4.0, 3.2, 8.0, 1%, -2.6%, 0.0, 537, -16, 767, i, 48, i, -38
- CCOC(=O)Nc1nc(C)c(C(=O)N(C)C)s1
  0.58, -0.22, 1, -0.36, ·, ·, 1.9, 3.1, 29, -2%, -2.2%, ·, ·, 12, 733, i, 34, i, 4
- O=C(CSc1ncn[nH]1)Nc1nc(-c2cccc([N+](=O)[O-])c2)cs1
  -0.47, -0.24, -0.22, -0.042, 0.07, 1206, ·, ·, ·, 8%, ·, 5.5, 966, -3, 759, i, 38, ·, ·
- Cc1cc(C(=O)Nc2nnc(C(F)(F)F)s2)cs1
  1, -0.74, 0.78, -0.66, -0.57, 1072, ·, ·, ·, -6%, ·, 0.4, 1271, 1, 657, i, 40, ·, ·
- O=C(Nc1ccccc1)N1CCN(C2c3ccccc3-c3ccccc32)CC1
  -0.13, -0.16, -0.014, 0.012, -0.39, 1176, ·, ·, ·, -1%, ·, -0.5, 1288, 6, 789, i, 58, ·, ·
- CCOC(=O)c1[nH]c2ccc(OC)cc2c1NC(=O)N1CCOCC1
  2.9, 0.042, 1.5, -3.5, -0.24, 1118, 2.7, 2.2, 8.9, 15%, -0.3%, 2.9, 1090, ·, ·, i, 35, i, 22
- COc1ccc(S(=O)(=O)Nc2c(C(=O)O)[nH]c3ccccc23)c(OC)c1
  -0.5, -0.24, 0.17, -0.14, 0.04, 1554, 6.0, 3.5, 4.0, -4%, -0.4%, -2.3, 982, ·, ·, i, 42, i, -19
- O=C(COc1ccc(C(=O)c2ccccc2)cc1)NCc1ccc(F)cc1
  0.056, -0.22, -0.072, 0.044, 1.6, 1061, 9.7*, 81*, 35*, -5%, -2.5%, 158*, 212*, ?, ·, i, 40, i, 46
- COCCn1c(SCC(=O)Nc2ccc(N3CCOCC3)cc2)nc2ccccc21
  -0.49, -0.18, -0.41, 0.44, -1.2, 1512, 6.0, 3.1, 8.8, -12%, -0.2%, -0.5, 1087, 12, 627, i, 37, i, 6
- CCc1oc(C(=O)OC)cc1CSC(=N)N
  0.97, -0.21, 0.5, -0.95, -0.05, 1040, ·, ·, ·, 0%, ·, -0.3, 1293, 2, 699, i, 28, ·, ·
- COc1ccc(N(CC(=O)NC2CCCC2)C(=O)Cn2nnc(-c3ccc(OC)c(OC)c3)n2)cc1
  -0.39, -0.37, 0.12, 0.96, -0.13, 1545, 3.4, 1.5, 8.8, ·, 0.9%, -1.2, 1032, -12, 685, i, 52, i, -21
- CC(C)CN1C(=O)/C(=C(/C#N)C(=O)NC2CCCCC2)c2ccccc21
  -0.092, -0.14, 0.01, -0.001, -0.15, 1282, 2.0, 1.5, 2.9, -1%, 1.5%, 5.1, 908, -2, 664, i, 42, i, 15
- COc1ccc(CNc2nc(NCc3ccc(OC)cc3)c3[nH]cnc3n2)cc1
  0.15, -0.73, 0.23, -0.24, 0.71, 1012, ·, ·, ·, -3%, ·, 1.0, 1401, 3, 716, i, 25, ·, ·
- CC(C)c1onc(C(=O)NC2CCCCC2)c1[N+](=O)[O-]
  1.8, -0.29, 1, -0.99, -0.21, 1319, 3.4, 2.2, 6.2, 7%, 1.6%, -0.8, 1123, 4, 722, i, 63, i, -28
- Cc1ccc(N(CN2C(=O)NC(C)(C)C2=O)CN2C(=O)NC(C)(C)C2=O)cc1
  0.88, -0.23, 0.77, 0.7, ·, ·, 4.4, 2.9, 17, -13%, 0.1%, -8.9, 1176, -9, 722, i, 7, i, 26
- CC1(C)OC(=O)N(c2ccccc2)C12C=Cc1c(ccc3ccccc13)O2 (stereo unspecified)
  -1.2, -0.27, -0.54, 0.45, 0.16, 1258, 2.3, 1.4, 4.9, 9%, 6.3%, -2.3, 568, -20, 708, i, 38, i, 3
- Cc1cc2c(OCC(O)CN3CCCC3)cccc2[nH]1 (stereo unspecified)
  0.44, -0.38, -0.38, 0.92, -0.48, 1435, 4.0, 2.1, 1.2, 9%, 1.2%, 0.2, 1138, 2, 734, i, 36, i, 2
- Cn1c(CNC(=O)OC(C)(C)C)n[nH]c1=S
  -0.71, -0.28, -0.47, 0.28, 1.1, 1531, 2.5, 1.9, 6.9, -3%, 0.5%, 0.0, 1479, -10, 671, i, 30, i, -9
- O=C(Cn1c(O)c(/C=C2\C=Nc3ccccc32)sc1=O)N1CCOCC1
  -0.36, -0.068, 0.49, -0.59, 0.15, 1418, 3.0, 2.2, 2.9, 2%, 3.9%, 0.3, 1537, -8, 736, i, 44, i, 2
- COC(=O)C1C(=O)NCC1c1ccc(C)cc1 (stereo unspecified)
  0.71, -0.034, 0.87, -1.3, 0.27, 912, 1.2, 1.2, 6.7, 12%, -0.4%, ·, ·, 17, 768, i, 39, i, -1
- Cc1n[nH]c(C)c1S(=O)(=O)N1CCc2ccccc21
  2, 1.3, 1.4, -1.5, 1, 1373, 3.3, 1.8, 1.7, 5%, -0.2%, 0.6, 1387, ·, ·, i, 30, i, 7
- Cc1cccc(/C(N)=N/OC(=O)Cc2cccs2)c1
  0.13, -0.21, -0.073, 0.004, 0.31, 1471, 2.3, 1.2, 3.9, -1%, 0.3%, 1.6, 1420, ·, ·, i, 44, i, 5
- COC(=O)C(CC(C)C)NC(=O)C(N)Cc1ccccc1 (stereo unspecified)
  0.85, -0.24, 0.76, 0.63, 0.37, 1595, 2.4, 1.0, 4.3, 0%, -0.4%, 1.1, 1336, ·, ·, i, 53, i, 19
- O=C(OCC1OC(n2cnc3c(N(C(=O)c4ccccc4)C(=O)c4ccccc4)ncnc32)C(O)C1F)c1ccccc1 (stereo unspecified)
  0.26, -0.21, 0.27, -0.39, 0.28, 1283, 1.6, 1.6, 9.9, -5%, -1.5%, -0.4, 1326, ·, ·, i, 35, i, -4
- N#CC1CCCc2c1[nH]c1ccc([N+](=O)[O-])cc21 (stereo unspecified)
  -0.46, -0.18, -0.32, 0.49, -0.02, 1071, ·, ·, ·, -4%, ·, 0.9, 1257, -1, 704, i, 16, ·, ·
- Cn1c2ccccc2c2cnn(CC(=O)N3CCCCC3)c(=O)c21
  0.21, -0.24, 1.1, -0.82, ·, ·, ·, ·, ·, -11%, ·, -1.0, 1338, 2, 744, i, 24, ·, ·
- Cc1cc([N+](=O)[O-])cc(/C=N\NC(=O)C2COc3ccccc3O2)c1O (stereo unspecified)
  -0.56, -0.22, 0.063, 0.6, 0.51, 986, ·, ·, ·, -5%, ·, -0.4, 1352, 1, 697, i, 40, ·, ·
